TIM10 inh: growth inhibitors of isogenic TIM10 control yeast, primary screen, counter-screen for tim10-1 yeast inhibitor project, luminescence, uHTS | S. cerevisiae TIM10 strain growth, BacTiter-Glo luminescence, 24 h | inhibition, % at 10 µM | 330,000 tested, 1.4% active | AID 463195, 2010;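 active = inhibition of 40% or more at the single tested concentration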;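 also: wild-type TIM10 isogenic control strain grown at permissive 25 °C; 0% = DMSO yeast wells and 100% = minimal medium wells without yeast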
697 NFkB inh: inhibitors of PMA/ionomycin-induced NF-kB reporter, 697 cells, primary screen, B-cell NF-kB inhibitor project, cell-based, luminescence, uHTS. 330,000 tested, 0.33% active. inhibition, % at 4 µM. 697 B-cell NF-kB luciferase reporter, 16 h; in the data active = inhibition above about 35%
Mdm2 MdmX PPI: inhibitors of human Mdm2-MdmX association, primary screen, cell-based, luminescence, split luciferase, SaOS-2, uHTS; Protein Mdm4 (Homo sapiens) + E3 ubiquitin-protein ligase Mdm2 (Homo sapiens), …; SaOS-2 split-luciferase Mdm2/MdmX complementation; inhibition, % at 8 µM; 330,000 tested, 3% active; AID 485346, 2010;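 active = inhibition of at least 50% at 8 µM in the primary screen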
Target sequence (O15151 whole entry, looked up): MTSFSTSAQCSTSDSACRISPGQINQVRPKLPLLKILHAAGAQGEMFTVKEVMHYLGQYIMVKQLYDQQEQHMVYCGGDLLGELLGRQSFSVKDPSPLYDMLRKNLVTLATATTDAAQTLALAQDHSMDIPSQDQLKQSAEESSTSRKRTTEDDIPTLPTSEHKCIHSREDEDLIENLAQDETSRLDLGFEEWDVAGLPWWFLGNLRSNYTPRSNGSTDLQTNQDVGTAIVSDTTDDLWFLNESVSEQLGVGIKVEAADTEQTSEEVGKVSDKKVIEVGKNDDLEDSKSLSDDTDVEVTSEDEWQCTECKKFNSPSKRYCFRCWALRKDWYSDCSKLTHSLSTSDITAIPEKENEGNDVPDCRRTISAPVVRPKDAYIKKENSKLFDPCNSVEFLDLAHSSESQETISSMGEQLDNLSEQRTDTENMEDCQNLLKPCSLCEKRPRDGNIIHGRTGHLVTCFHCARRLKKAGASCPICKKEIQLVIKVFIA
Target sequence (Q00987 whole entry, looked up): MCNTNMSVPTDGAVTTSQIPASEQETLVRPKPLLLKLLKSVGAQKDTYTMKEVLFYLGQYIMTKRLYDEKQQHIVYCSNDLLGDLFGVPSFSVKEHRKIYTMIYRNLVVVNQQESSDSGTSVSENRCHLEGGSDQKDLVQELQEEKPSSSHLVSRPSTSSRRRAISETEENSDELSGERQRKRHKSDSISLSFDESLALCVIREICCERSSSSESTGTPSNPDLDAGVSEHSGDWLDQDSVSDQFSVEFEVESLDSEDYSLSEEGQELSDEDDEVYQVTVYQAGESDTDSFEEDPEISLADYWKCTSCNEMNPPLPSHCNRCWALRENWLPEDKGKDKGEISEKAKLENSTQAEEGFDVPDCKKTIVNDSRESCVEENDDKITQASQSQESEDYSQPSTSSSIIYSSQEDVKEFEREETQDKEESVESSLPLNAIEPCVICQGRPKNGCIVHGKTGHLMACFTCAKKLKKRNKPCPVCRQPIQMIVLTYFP
XBP1 UPR activ: activators of adaptive XBP1 UPR arm, primary screen, cell-based, CHO-XBP1 luciferase reporter, luminescence, uHTS; IRE1-XBP1 UPR activation; percent of tunicamycin response, DMSO as zero; activation, % at 20 µM; 330,000 tested, 0.33% active; AID 463104, 2010;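 active = versus positive control, 20 µM dose yields 30% or more activation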;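 also: 100% = tunicamycin at 10 µg/mL and 0% = DMSO only wells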
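Assay system: IRE1-XBP1 luciferase reporter CHO line. Input: 1000 cells/well. Buffer or medium: F12 with 10% serum. Doses: 20 µM, 1% DMSO. Times: overnight seeding at 37 °C, 6 h compound treatment at 37 °C. Technique: Steady-Glo luciferase glow luminescence, 10 min after reagent addition.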
tim23-1 inh: growth inhibitors of tim23-1 mutant yeast, primary screen, luminescence, uHTS | S. cerevisiae tim23-1 growth, BacTiter-Glo luminescence, 24 h | inhibition, % at 20 µM | 330,000 tested, 1.3% active | AID 463212, 2010;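 active = growth inhibition of the mutant yeast at or above 50%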;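 also: temperature-sensitive mutant grown at 25 °C; plate controls were DMSO-treated mutant yeast for no effect and medium wells lacking yeast for full effect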
Jurkat NFkB inh: inhibitors of induced NF-kB luciferase reporter, primary screen, TCR NF-kB activation inhibitor project, cell-based, luminescence, uHTS. Jurkat, PMA/ionomycin-induced NF-kB luciferase reporter. 330,000 tested, 0.53% active. inhibition, % at 4 µM; in the data active = inhibition above about 50%
tim10-1 inh: growth inhibitors of tim10-1 mutant yeast, primary screen, luminescence, uHTS; inhibition, % at 20 µM; S. cerevisiae tim10-1 ts strain growth, BacTiter-Glo, 24 h; AID 463190, 2010; 330,000 tested, 2.2% active;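 active = inhibition of at least 40%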;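 also: mutant grown at 25 °C; 0% = DMSO wells with yeast and 100% = wells holding no yeast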
UPR CHOP act: activators of apoptotic CHOP UPR arm, primary screen, cell-based, CHO-CHOP luciferase reporter, luminescence, uHTS. 330,000 tested, 0.34% active. UPR activation; percent of tunicamycin response over DMSO baseline. activation, % at 10 µM;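 active = at 10 µM dose, activation of 40% or more, normalized to positive control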;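 also: 100% = tunicamycin at 10 µg/mL and 0% = DMSO alone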
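Assay system: CHO-CHOP cells, stable luciferase reporter of PERK-eIF2a-CHOP signalling / Buffer or medium: F12 plus 10% serum / Compound dosing: one dose, 10 µM in 0.5% DMSO / Times: 6 h compound treatment, 37 °C / Technique: luciferase luminescence / Read-out: % reporter activation, DMSO baseline versus tunicamycin full activation / Benchmarks: tunicamycin and DMSO controls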
An asterisk follows results filed as active.

SMILES	TIM10 inh	697 NFkB inh	Mdm2 MdmX PPI	XBP1 UPR activ	tim23-1 inh	Jurkat NFkB inh	tim10-1 inh	UPR CHOP act
COc1cc(C(=O)NC2=NCCS2)ccc1OCc1c(C)noc1C	3.0	19.5	2.5	-0.6	12.3	-4.5	10.5	0.2
Cc1nc2c(C)cccc2c(SC(=N)N)c1CC=C(Cl)Cl	5.8	6.8	9.3	1.8	1.0	14.2	-6.2	1.2
CN1C(=O)[C@H]2[C@@H](/C=C/c3ccccc3)N3C(=O)CN(Cc4ccc(-c5ccccc5)cc4)C(=O)[C@@]3(C)[C@H]2C1=O	-1.1	25.7	22.2	-3.6	7.6	-31.5	1.6	1.0
CC(CN1CCN(C)CC1)OC(=O)c1ccc(Cl)cc1Cl (centres undefined)	-23.3	-10.6	-8.7	0.7	0.1	-2.9	10.2	0.0
CC(NC(=O)C1CCN(C(=O)c2ccc(F)cc2)CC1)c1ccc(S(N)(=O)=O)cc1 (centres undefined)	-5.7	12.6	-18.6	1.8	11.6	3.9	-3.1	-1.3
O=C(O)c1cc(-c2cccc(Cl)c2)nc2nc(N3CCCCC3)sc12	20.4	-10.7	-8.3	-4.0	19.1	-4.0	1.7	3.0
CCOC(=O)N1CCN(C(=O)CSc2nnc3[nH]c(=O)c(C)c(C)n23)CC1	3.9	18.7	12.5	-2.7	2.9	7.2	-1.7	-0.8
CC1CCN(C(c2cccs2)c2nnnn2Cc2ccccc2)CC1 (centres undefined)	10.6	23.1	-6.9	1.8	36.5	10.5	28.3	-0.9
O=C(O)c1cc([N+](=O)[O-])ccc1N1CCC(Cc2ccccc2)CC1	4.2	-14.5	21.9	-2.5	5.1	-4.5	14.7	-2.3
O=C(NCc1ccc(F)cc1)c1ccncc1	4.8	3.7	-23.0	-2.9	-10.2	-5.8	-4.0	-0.9
O=C(COc1ccccc1[N+](=O)[O-])N1CCN(C(=O)c2ccco2)CC1	-1.5	19.0	26.8	-4.2	-11.6	0.9	8.1	2.1
c1cc(-c2nnc(-c3ccncc3)o2)ccn1	1.0	21.2	18.1	0.5	7.3	-6.1	5.9	-0.3
Cc1nc2sccn2c(=O)c1S(=O)(=O)N1CCN(c2cccc(C(F)(F)F)c2)CC1	29.4	-45.0	-5.3	-2.5	38.1	-11.5	41.8*	1.0
Cc1ccccc1NC(=O)Cn1nnc2sc3c(c2c1=O)CC(C)(C)OC3	13.2	11.7	11.3	-2.8	10.8	12.9	5.0	2.5
CCN1CCN(c2nc(N)c([N+](=O)[O-])c(Nc3ccc(C)c(C)c3)n2)CC1	9.3	-6.8	43.5	8.0	-2.9	-1.6	13.1	2.3
NC(=O)SC/C(=N\S(=O)(=O)c1ccccc1)Nc1ccccc1	-3.2	1.5	-11.8	0.9	-5.4	-8.9	-6.4	1.4
COc1ccc2c(CC(=O)Nc3nnc(C4CC4)s3)coc2c1	-13.8	-17.3	6.8	1.3	-21.0	1.9	-2.2	0.2
Fc1ccccc1COc1ccccc1/C=N/Nc1nc(N2CCCC2)nc(N2CCCC2)n1	12.3	-6.7	-4.6	3.7	-10.1	10.6	8.4	8.5
Cc1ccc(S(=O)(=O)N2CCCN(C(=O)c3cc4ccccc4[nH]3)CC2)cc1	-0.1	-18.6	6.6	-7.1	26.7	-22.6	14.1	2.5
CC(=O)c1oc2ccccc2c1NC(=O)CN1CCCCC1	-4.5	5.5	0.0	-0.2	-15.0	-7.3	0.9	3.1
CCCOc1ccc(N2C(=O)CC(N(Cc3ccc(OC)cc3)C(=S)Nc3ccccc3)C2=O)cc1 (centres undefined)	5.5	9.7	35.2	-3.2	4.1	0.7	7.3	3.9
CC12CCC(C(=O)NC(c3ccccc3)c3ccccc3)(OC1=O)C2(C)C (centres undefined)	21.3	14.5	-7.2	1.1	38.7	-1.9	42.0*	-1.9
O=C(COC(=O)CCc1nc2ccccc2n1-c1ccccc1)Nc1cccc(Cl)c1	13.1	-37.1	17.0	-0.2	12.7	-0.1	22.0	4.8
CCCCCC/C=N/Nc1nnc(Cc2ccccc2)c(=O)[nH]1	-6.5	-9.7	-15.2	-2.8	-16.9	10.0	-20.2	1.4

Copied from the list.
For tim23-1 inh, COc1ccc2c(CC(=O)Nc3nnc(C4CC4)s3)coc2c1 shows -21.0
For tim23-1 inh, CC(=O)c1oc2ccccc2c1NC(=O)CN1CCCCC1 shows -15.0

Continued:
SMILES	TIM10 inh	697 NFkB inh	Mdm2 MdmX PPI	XBP1 UPR activ	tim23-1 inh	Jurkat NFkB inh	tim10-1 inh	UPR CHOP act
CC(=O)Nc1ccc(NC(=O)CSc2nncn2C)cc1	-1.5	-1.7	-5.7	2.4	10.7	-2.0	8.6	5.0
CCOC(=O)CNC(=O)c1ccccc1	-6.3	17.1	2.7	-5.7	8.1	-4.9	5.1	-0.3
CCCC(c1nnnn1C(C)(C)C)N1CCN(Cc2ccccc2OC)CC1 (centres undefined)	-6.8	-24.3	-24.0	-1.8	8.8	-22.7	29.5	-0.7
COc1nc(OC)nc(N2CCC(NC(=O)C(Cc3cccc(OC)c3OC)NC(C)=O)CC2)n1 (centres undefined)	-7.0	21.6	-26.9	-2.8	16.0	-4.0	-10.9	0.8
COc1ccc(C(=O)Nc2ccccc2C(=O)Nc2cccc(C)n2)cc1	25.0	-18.7	17.0	0.4	31.2	-15.5	29.0	0.4
CC(=O)Nc1ccc(Nc2ncnc(N)c2[N+](=O)[O-])cc1	-1.4	-10.3	36.6	4.2	-2.6	4.3	-0.1	-0.3
CC(C)CCN1CCN(Cc2ccc(Oc3ncccn3)cc2)CC1CCO (centres undefined)	-8.6	18.9	-32.8	0.8	-0.2	-6.1	8.9	-0.5
COc1ccc(OC)c(CN2CCN(CCCc3ccccc3)C(CCO)C2)c1 (centres undefined)	-7.8	-14.7	27.9	-1.9	-0.7	-1.4	-7.3	0.6
COc1cc(NC(=O)C2CCCN2S(=O)(=O)c2cccc3cccnc23)cc(OC)c1OC (centres undefined)	5.4	8.6	25.9	2.0	2.7	4.3	-28.2	2.9
COc1ccccc1NC(=O)CCN1C(=O)/C(=C/c2cc(OC)c(OC)c(OC)c2)SC1=S	3.9	7.9	29.6	-3.2	3.9	16.1	0.4	1.3
CC12CC3CC(C)(C1)CC(C(=O)NNC(=O)c1ccncc1)(C3)C2	5.1	6.9	-14.3	-4.3	9.1	2.4	5.3	0.8
Cc1ccc(S(=O)(=O)N2CCC(C(=O)Nc3ccc4c(c3)COC4=O)CC2)cc1	1.6	25.7	-10.2	-2.1	6.0	8.9	-0.3	1.5
CC(=O)N1CCOc2ccc(S(=O)(=O)N3CCCCC3)cc21	0.5	-2.2	-8.5	-0.4	1.9	-4.9	2.6	0.2
CCC(=O)Nc1cc(C)c(NC(=O)C23CC4CC(CC(C4)C2)C3)cn1	38.0	5.3	-12.5	-2.7	14.0	-3.7	32.7	-0.2
N#Cc1ccc(S(=O)(=O)NC2CCN(Cc3ccccc3)CC2)cc1	0.6	7.1	10.0	-3.7	-2.7	2.7	-14.3	-0.7
COC(=O)c1cccc(C(=O)Nc2cnc3ccccc3c2)n1	3.2	-41.1	8.1	-0.6	48.5	0.2	1.6	6.6
Fc1ccc(-c2onc3ccc(C4OCCO4)cc23)cc1	4.9	-14.2	27.9	0.4	6.0	2.4	14.5	2.0
NC1=NC(=O)C2(COC(c3ccccc3Cl)OC2)S1 (centres undefined)	-11.0	-8.1	7.5	0.9	2.8	-4.4	1.8	-1.2
CCC(NC(=O)c1cc(COc2ccc(F)c(F)c2)on1)c1ccncc1 (centres undefined)	-0.3	-12.5	5.8	-3.9	9.8	-13.7	5.0	5.6
Cn1c(=O)oc2cc(S(=O)(=O)NC3CCN(Cc4ccccc4)CC3)ccc21	-16.9	14.9	-1.4	-0.8	6.1	-6.4	3.5	0.6
N/C(=N\N=C\c1ccc([N+](=O)[O-])cc1)c1nonc1N	12.3	-152.0	8.6	6.7	13.9	-106.6	5.9	5.6
Cc1ccccc1OCC(=O)OC1CCN(C)CC1	-3.2	12.6	3.5	-0.3	16.3	-13.1	1.2	-4.1
O=C(c1ccc(F)cc1)C1CCN(C(=O)NC2CCCCC2)CC1	-4.0	-15.0	-1.4	-1.3	27.0	-15.3	24.5	-1.7
CCOc1cc(NC(=S)NCCCN2CCOCC2)c(OCC)cc1NC(=O)C1CCCCC1	-4.6	-1.5	7.3	-0.4	16.2	-14.1	4.1	1.0
O=c1c(-c2ccco2)[n+]([O-])c2ccccc2n1OCc1ccccc1F	26.0	-13.9	-14.9	2.4	27.5	-6.0	30.1	-0.2
O=C(c1ccc2nccnc2c1)N1CCCC(N2CCN(c3ccc(F)cc3)CC2)C1 (centres undefined)	-3.5	-8.5	9.4	0.3	3.7	2.1	0.3	-1.1
CCOC(=O)C1CCN(CC(O)COCc2cccs2)CC1 (centres undefined)	0.9	2.7	1.9	-1.5	2.5	-4.1	-0.6	1.5
CCOC(=O)Nc1ccc2c(c1)N(C(=O)CN(C)C)c1ccccc1CC2	10.9	19.9	5.6	-4.6	-6.3	-1.9	8.8	-1.2
COc1ccc(NC(=O)C2OCCc3ccccc32)c(OC)c1 (centres undefined)	-11.1	-26.7	13.7	2.2	7.5	-17.6	9.9	-1.8
Cc1ccc(-c2nnnn2-c2ccccc2C(=O)O)cc1	-5.6	-6.9	-11.8	3.7	10.0	-4.9	-14.6	-0.2
Fc1cccc(Nc2ncnc3c2cnn3-c2ccccc2)c1	0.8	-78.7	-102.9	6.0	37.9	-81.1	2.3	5.3
O=C(COC(=O)c1ccccc1F)Nc1cc(S(=O)(=O)N2CCOCC2)ccc1N1CCCC1	10.9	-8.8	-2.8	-3.4	6.1	-6.3	8.3	0.4
COc1ccc(C(=O)NCC(c2ccco2)N2CCc3ccccc32)cc1 (centres undefined)	9.0	-64.8	49.5	5.3	-2.4	63.4*	-9.9	1.1
Cc1c(C(=O)N(C)CC(=O)Nc2cccc(F)c2)oc2c(Cl)cccc12	12.5	9.9	8.7	-0.9	45.0	2.4	29.6	-1.1
Nc1ccc(O)c2c1C(=O)c1ccccc1C2=O	1.3	-11.1	20.4	3.8	53.1*	-18.1	12.9	1.1
COc1cccc2cc(C(=O)NC(C)C3CCCO3)c(=O)oc12 (centres undefined)	-13.2	4.1	21.4	4.7	-0.5	8.3	12.9	3.5

Entries above with an NH in an aromatic ring, in the order listed:
SMILES	TIM10 inh	697 NFkB inh	Mdm2 MdmX PPI	XBP1 UPR activ	tim23-1 inh	Jurkat NFkB inh	tim10-1 inh	UPR CHOP act
CCOC(=O)N1CCN(C(=O)CSc2nnc3[nH]c(=O)c(C)c(C)n23)CC1	3.9	18.7	12.5	-2.7	2.9	7.2	-1.7	-0.8
Cc1ccc(S(=O)(=O)N2CCCN(C(=O)c3cc4ccccc4[nH]3)CC2)cc1	-0.1	-18.6	6.6	-7.1	26.7	-22.6	14.1	2.5
CCCCCC/C=N/Nc1nnc(Cc2ccccc2)c(=O)[nH]1	-6.5	-9.7	-15.2	-2.8	-16.9	10.0	-20.2	1.4

High-throughput results: PubChem BioAssay, Sanford-Burnham Center for Chemical Genomics
